PTHR1 ag: agonists of human PTHR1 parathyroid hormone receptor; AID 743266; HEK293 GP2 PTHR1 cells, GloSensor cAMP luminescence, 1 h; 410,000 tested, 0.075% active; Q03431; Potency, µM (doses to about 115 µM), without a hit: top-dose activation, usual class: activators; note: nearly all actives have a fitted effect of over 55% in size; some results filed as inactive show a strong effect at the top dose; inactives centre near -15; many of its hits are not listed in these tables
Target sequence (Q03431 whole entry, looked up): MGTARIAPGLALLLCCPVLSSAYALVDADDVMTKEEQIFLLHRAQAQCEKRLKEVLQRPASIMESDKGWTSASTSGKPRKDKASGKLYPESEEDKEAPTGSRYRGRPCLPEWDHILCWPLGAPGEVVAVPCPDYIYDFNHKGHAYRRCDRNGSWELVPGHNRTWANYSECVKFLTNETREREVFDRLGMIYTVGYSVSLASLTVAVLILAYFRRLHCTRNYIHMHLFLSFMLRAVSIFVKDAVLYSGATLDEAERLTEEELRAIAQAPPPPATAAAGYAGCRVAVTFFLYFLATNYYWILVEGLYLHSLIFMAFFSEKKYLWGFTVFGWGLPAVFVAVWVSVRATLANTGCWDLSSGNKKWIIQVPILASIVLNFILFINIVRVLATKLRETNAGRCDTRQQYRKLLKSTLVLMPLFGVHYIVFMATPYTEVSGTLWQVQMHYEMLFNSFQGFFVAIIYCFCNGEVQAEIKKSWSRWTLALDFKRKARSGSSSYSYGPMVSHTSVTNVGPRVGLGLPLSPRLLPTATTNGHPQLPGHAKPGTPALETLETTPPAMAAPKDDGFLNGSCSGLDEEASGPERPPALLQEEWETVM
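HEK-293-derived GP2 cells expressing PTHR1 and a GloSensor cAMP reporter, 3,000/well, plated overnight, given luciferin plus IBMX (each 0.5 mM as added) for 1 h at 37 °C, then compound for 1 h at 37 °C. Luminescence was read after 15 min at room temperature.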
EPAC2 antagonist: blocks human EPAC2 exchange factor. Q8WZA2. EPAC2 GEF exchange of Rap1B-BODIPY-GDP, fluorescence. Potency, µM (doses to about 114 µM), inactives show top-dose activity, negative = inhibition, most hits filed as inhibitors. 360,000 tested, 0.18% active; note: % is set by controls: 0 for no effect and ±100 for the full control effect; nearly all actives have a fitted effect of over 45% in size; many of its hits are not listed in these tables
TDP43 rescue: inhibitors of TDP-43 toxicity in yeast; TDP-43 expressing yeast growth rescue, BacTiter-Glo, 24 h; Potency, µM (highest dose often 46.1 µM), for inactives: at the top dose growth rescue (activation), hits mostly activators; 410,000 tested, 1.8% active; AID 652104; note: % of control where 0% means no effect; nearly all actives have a fitted effect of over 50% in size
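Growth rescue of TDP-43-toxic yeast measured as ATP luminescence (BacTiter-Glo). Cells grown to mid-log in raffinose, induced in galactose at OD600=0.02, exposed to compound 24 hr at 30 deg C.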
EPAC2 ag: EPAC2 (human) agonism; AID 720711; EPAC2 activation, biochemical qHTS; response scale: 100% = 6.5 mM cAMP response; 360,000 tested, 0.079% active; Potency, µM (highest dose often 154 µM), inactives show at the top dose activation, hits mostly activators; Q8WZA2; note: nearly all actives have a fitted effect of over 50% in size
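Exchange assay: 100 nM EPAC2 with 250 nM Rap1B-BODIPY-GDP and 50 uM GDP. Fluorescence (ex 480/em 540 nm) read every 5 min for 30 min at room temperature. Data normalized to 6.5 mM cAMP as agonist control.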
aSyn yeast inh: inhibitors of alpha-synuclein toxicity in yeast. AID 652106. 370,000 tested, 0.14% active. Yeast expressing alpha-synuclein, growth rescue, BacTiter-Glo, 24 h. Potency, µM (highest dose often 46.1 µM), for inactives: at the top dose growth rescue (activation), usual class: activators; note: % of control where 0% means no effect; nearly all actives have a fitted effect of over 65% in size
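Galactose-induced alpha-syn yeast (OD600=0.02, raffinose-pregrown) + pinned cpd, 24 hr, 30 deg C; growth by BacTiter-Glo luminescence. Growth restoration scores as activation.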
FUS yeast rescue: FUS proteinopathy suppression in yeast. S. cerevisiae FUS-expressing, growth rescue, OD600, 24 h. Potency, µM (titrated, usually from 76.6 µM), inactives show top-dose growth rescue (activation), usual class: activators. 390,000 tested, 0.24% active;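 note: plate controls were DMSO vehicle for no effect and reference control for full effect; nearly all actives have a fitted effect of over 55% in size; some results filed as inactive show a strong effect at the top dose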
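Read-out: OD at 600 nm after 24hr at 30C, reporting rescue of FUS-induced yeast toxicity. Cells at OD 0.005 in galactose (2%) minimal medium; compounds tested in a dilution series; CP55940 titration from 92uM final as control.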
EPAC1 agonist: activates human EPAC1 exchange factor; O95398; EPAC1 agonist qHTS, biochemical assay; response scale: 100% = response to 6.5 mM cAMP; Potency, µM (titrated, usually from 154 µM), for the others: top-dose activation, most hits filed as activators; 360,000 tested, 0.073% active; AID 720707; note: nearly all actives have a fitted effect of over 60% in size
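Fluorescent GDP-exchange assay: 100 nM EPAC1 with 250 nM Rap1B preloaded with BODIPY-GDP and 50 uM GDP; compounds tested as concentration series, 5 min at room temperature, then read every 5 min for 30 min (ex 480/em 540 nm); normalized to 6.5 mM cAMP.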
EPAC1 antag: blocks human EPAC1 exchange factor; O95398; EPAC1 GEF assay, Rap1b-BODIPY-GDP exchange fluorescence; Potency, µM (titrated, usually from 115 µM), for inactives: at the top dose activity change, negative = inhibition, most hits filed as inhibitors; 360,000 tested, 0.14% active; AID 720709;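 note: plate controls were vehicle for no effect and positive control for full effect; nearly all actives have a fitted effect of over 50% in size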
An asterisk follows results filed as active; i = inactive; ? = inconclusive; . = no result given; [ ] = another dose, or the depositor's remark. Calls come from the whole dose curve; as a rule, active = well fitted curve in the direction sought with a large enough effect; inconclusive = small, poorly fitted or top-dose-only effect, or another doubt; inactive = no such curve, though single readings can be large; an effect the other way counts as inactive or inconclusive. Potency is the fitted concentration of half-maximal effect.

#1 O=C(/C=C/c1nc2ccccc2s1)N1CCCCCC1
#2 CC(=O)Nc1cccc(NC(=O)c2c(-c3ccccc3)noc2C)c1
#3 CCO[C@H]1OC(C(=O)N2CCN(Cc3ccc4c(c3)OCO4)CC2)=C[C@@H](c2csc3ccccc23)[C@@H]1CCCO
#4 CC[C@]12c3[nH]c4cc(CCC(=O)N(C)C)ccc4c3CCN1C(=O)[C@@H](CC(=O)NCCCn1ccnc1)C[C@@H]2C(=O)N1CCN(C(=O)C2CC2)CC1
#5 CC(C)N(Cc1nc2ccccc2c(=O)[nH]1)C(=O)c1ccc(NC(=O)CSc2nnnn2C)cc1
#6 CN(Cc1ncc[nH]1)C(=O)CC1C(=O)NCCN1Cc1c(F)cccc1Cl (centres undefined)
#7 CC(C)(C)C(=O)NC1CCN(C(=O)N2CCCC2)CC1
#8 CCOC(=O)C1=C(C)N(C)C(=O)NC1c1c(C)nn(-c2ccc(C)cc2)c1Cl (centres undefined)
#9 CCN(CC)C(=O)c1cccc(-c2csc(C(C)(NC(C)=O)c3ccccc3)n2)c1 (centres undefined)
#10 O=C(Oc1ccc[nH]c1=O)c1cc([N+](=O)[O-])cc([N+](=O)[O-])c1

assay / entry | 1 | 2 | 3 | 4 | 5 | 6 | 7 | 8 | 9 | 10
PTHR1 ag | i | -5%[57.5 µM] | -16% | -11% | -28% | -41% | -11% | -10%[57.5 µM] | -6% | -10%
EPAC2 antagonist | 6% | 2% | 2% | 1% | 4% | -1% | -1% | -1% | 8% | -7%
TDP43 rescue | -7% | -7% | 22% | 15% | 15% | -12% | 11% | ? | 11% | 6%
EPAC2 ag | 9% | 0%[15.6 µM] | 15% | 1% | 16% | 17% | 4% | 2% | 3% | -4%
aSyn yeast inh | -5% | -1% | 2% | -3% | 5% | 7% | 0% | 2% | -12% | 10%
FUS yeast rescue | 39% | 9% | 15% | -20% | 13% | 14% | -2% | 21% | 9% | -15%
EPAC1 agonist | -2% | 2% | 8% | -13% | 8% | 1% | 0% | 1% | -5% | 5%
EPAC1 antag | 2% | 6% | -9% | 0% | 2% | -10% | -2% | 1% | -26% | -10%

#11 CCC(c1nc2ccccc2[nH]1)N(C(=O)Cc1cc(OC)cc(OC)c1)c1ccc(N2CCOCC2)cc1 (centres undefined)
#12 O=C(NC(Nc1ccccn1)C(Cl)(Cl)Cl)c1ccccc1 (centres undefined)
#13 COC(=O)C(C)N1C(=O)S/C(=C/c2cc(C)n(C(C)C)c2C)C1=O (centres undefined)
#14 COc1ccc(CN(CC(=O)NCc2ccc(F)cc2)C(=O)c2ccco2)cc1
#15 CCOC(=O)N1CCN(C(=O)C(NC(=O)c2ccc(C(C)(C)C)cc2)C(C)C)CC1 (centres undefined)
#16 CCc1cc2c(NC(Cc3c[nH]c4ccccc34)C(=O)O)nc(C)nc2s1 (centres undefined)
#17 O=C(CN1CCN(c2ccccc2O)CC1)Nc1cc([N+](=O)[O-])ccc1Cl
#18 CC(=O)c1ccc(N2CCN(CN3C(=O)CC4(CCCC4)C3=O)CC2)c(F)c1
#19 CCC(=O)Nc1ccc2nc(SCC(=O)N3CCCC3)sc2c1
#20 CCN(CC)C(=O)c1ccccc1NS(=O)(=O)c1ccc(OC)c(C(=O)N2CCOCC2)c1

assay / entry | 11 | 12 | 13 | 14 | 15 | 16 | 17 | 18 | 19 | 20
PTHR1 ag | i | -8% | i | i | -38%[inhibitor] | i | i | i | i | i
EPAC2 antagonist | 8% | 1% | -2% | 0% | 2% | 6% | -1% | 2% | -4% | 3%
TDP43 rescue | 17% | -12% | ? | 21% | -8% | 14% | 12% | -3% | 1% | 4%
EPAC2 ag | 7% | 1% | 8% | 10% | -7% | -4% | 12% | -3% | -3% | 15%
aSyn yeast inh | 1% | 2% | 20% | 9% | 3% | -1% | 2% | -3% | 5% | -5%
FUS yeast rescue | 24% | -11% | 42% | -18% | 9% | . | 31% | -14% | 24% | 10%
EPAC1 agonist | 2% | -5% | 15% | 3% | -7% | -3% | 6% | 8% | 3% | 4%
EPAC1 antag | -4% | 24% | -20% | -7% | -16% | 1% | -5% | -3% | 14% | -10%

#21 Cc1ccc(N=Cc2c(O)n(-c3nccs3)c(=O)c3ccccc23)c(C)c1
#22 CC(C)N1CC(C(=O)Nc2cc(Cl)cc(Cl)c2)CC1=O (centres undefined)
#23 O=C(CCc1c[nH]c2ccccc12)N1CCN(S(=O)(=O)c2ccccc2)CC1
#24 C=CCNC(=S)Nc1c(N)n(C)c(=O)n(C)c1=O
#25 CC(C)C[C@@H](CN1CCC[C@@H]1CN1C(=O)C(=O)NC[C@@H]1Cc1ccccc1)N1C[C@H](Cc2ccc(O)cc2)N(CCc2ccccc2)C(=O)C1=O
#26 Cc1ccc(C(O)c2ncc(-c3cccc4ccccc34)[nH]2)cc1F (centres undefined)
#27 NNC(=O)c1cccc(COc2ccc(Br)cc2)c1
#28 COc1ccccc1OCC(=O)N(Cc1nnc(-c2ccccc2Cl)o1)C1CC1
#29 Cc1ccc(-n2c(=S)[nH]c3[nH]ncc3c2=O)cc1
#30 Cc1c(C(=O)O)oc2ccc3c(c12)C(O)CC(C)(C)O3 (centres undefined)

assay / entry | 21 | 22 | 23 | 24 | 25 | 26 | 27 | 28 | 29 | 30
PTHR1 ag | i | -23% | i | 5% | ? | -22% | -18% | i | i | -3%
EPAC2 antagonist | 101%[activator] | 19% | -4% | -1% | 1% | 2% | 1% | 3% | 5% | 4%
TDP43 rescue | -11% | 2% | -20% | -8% | 5% | ? | ? | -13% | 3% | 6%
EPAC2 ag | 71µM* | -3% | 6% | 11% | 4% | 22% | -3% | -2% | 3% | -1%
aSyn yeast inh | 0% | 8% | 3% | 2% | -1% | 5% | 0% | -1% | 0% | 5%
FUS yeast rescue | . | -19% | 20% | 23% | -1% | 1% | . | 14% | -1% | 10%
EPAC1 agonist | -4% | -8% | -4% | 3% | -5% | 8% | -4% | -3% | 3% | -13%
EPAC1 antag | 20% | -6% | -19% | -1% | -26% | -13% | 0% | -4% | -7% | -10%

#31 COc1ccc(C2C(C#N)=C(N)Oc3c2oc(CO)cc3=O)cc1 (centres undefined)
#32 O=C(CN1CCN(Cc2ccccc2Cl)C1=O)NCC1CCCO1 (centres undefined)
#33 CCOCCCNC(=S)N1C2CCC1CC(NC(=O)NC13CC4CC(CC(C4)C1)C3)C2 (centres undefined)
#34 Cc1cc(C(=O)NNC(=O)CCCOc2ccccc2)c(C)o1
#35 Cc1ccc(N2CC(C(=O)Nc3ccccn3)CC2=O)cc1 (centres undefined)
#36 Cc1cc(=O)oc2cc(OC(=O)C3CCN(C(=O)c4ccc(F)cc4)CC3)ccc12
#37 CSCCC(NS(=O)(=O)c1cccs1)C(=O)NCc1cccs1 (centres undefined)
#38 COc1cccc(NC(=S)/C(=C(\[O-])c2ccc([N+](=O)[O-])cc2)[n+]2ccccc2)c1
#39 Cc1ccc(C(=O)NC(=S)Nc2ccc3[nH]c(=O)[nH]c3c2)c(C)c1
#40 CN1CCN(CCC(=O)Nc2ccc(OCc3ccccc3)cc2)CC1

assay / entry | 31 | 32 | 33 | 34 | 35 | 36 | 37 | 38 | 39 | 40
PTHR1 ag | i | i | i | i | -1%[57.5 µM] | -22% | i | -13% | -3% | -8%
EPAC2 antagonist | 10% | 4% | 1% | 12% | 1% | -27% | -5% | 13% | 7% | 1%
TDP43 rescue | -5% | 21% | 11% | -11% | -5% | 13% | 11% | -2% | -4% | -11%
EPAC2 ag | 8% | 11% | -2% | 0% | 1% | 1% | -3% | 6% | 7% | 1%
aSyn yeast inh | -8% | 13% | 0% | 7% | 2% | 0% | 0% | -8% | 1% | 2%
FUS yeast rescue | -10% | -25% | -3% | 4% | 9% | -11% | -2% | 4% | -31% | 13%
EPAC1 agonist | -9% | 1% | 0% | -2% | -5% | 0% | -4% | -9% | -16% | 1%
EPAC1 antag | -17% | -2% | 5% | -6% | 8% | ? | -1% | -4% | 15% | 9%

Profiles from above:
Shown for `Cc1cc(C(=O)NNC(=O)CCCOc2ccccc2)c(C)o1` → PTHR1 ag = i; EPAC2 antagonist = 12%; TDP43 rescue = -11%; EPAC2 ag = 0%; aSyn yeast inh = 7%; FUS yeast rescue = 4%; EPAC1 agonist = -2%; EPAC1 antag = -6%
Shown for `Cc1ccc(C(=O)NC(=S)Nc2ccc3[nH]c(=O)[nH]c3c2)c(C)c1` → PTHR1 ag = -3%; EPAC2 antagonist = 7%; TDP43 rescue = -4%; EPAC2 ag = 7%; aSyn yeast inh = 1%; FUS yeast rescue = -31%; EPAC1 agonist = -16%; EPAC1 antag = 15%

Later entries
#41 CCCNC(=O)C1(C)CCN(Cc2ccc(C(=O)OCC)cc2)C1 (centres undefined)
#42 O=C(CCCCCn1c(=S)[nH]c2ccc(Br)cc2c1=O)NCC1CCCO1 (centres undefined)
#43 COc1ccccc1C(=O)NNS(=O)(=O)c1ccc(F)cc1
#44 O=C(NC1CCCCC1)C(c1cc2ccccc2o1)N1CCOCC1 (centres undefined)
#45 CC(=O)OC(Cn1ccnc1)c1ccccc1 (centres undefined)

assay / entry | 41 | 42 | 43 | 44 | 45
PTHR1 ag | -16% | i | i | -24% | i
EPAC2 antagonist | -3% | 10% | -7% | 14% | 10%
TDP43 rescue | 1% | 0% | -4% | ? | -17%
EPAC2 ag | 6% | 4% | 6% | 7% | 4%
aSyn yeast inh | 3% | . | 5% | 1% | -6%
FUS yeast rescue | -21% | -4% | -19% | -16% | 4%
EPAC1 agonist | -11% | -11% | 3% | 8% | 9%
EPAC1 antag | -7% | 3% | 0% | 12% | 2%

Entries above that contain a thiophene ring, fused or not, in the order listed:
#3 CCO[C@H]1OC(C(=O)N2CCN(Cc3ccc4c(c3)OCO4)CC2)=C[C@@H](c2csc3ccccc23)[C@@H]1CCCO
#16 CCc1cc2c(NC(Cc3c[nH]c4ccccc34)C(=O)O)nc(C)nc2s1 (centres undefined)
#37 CSCCC(NS(=O)(=O)c1cccs1)C(=O)NCc1cccs1 (centres undefined)

assay / entry | 3 | 16 | 37
PTHR1 ag | -16% | i | i
EPAC2 antagonist | 2% | 6% | -5%
TDP43 rescue | 22% | 14% | 11%
EPAC2 ag | 15% | -4% | -3%
aSyn yeast inh | 2% | -1% | 0%
FUS yeast rescue | 15% | . | -2%
EPAC1 agonist | 8% | -3% | -4%
EPAC1 antag | -9% | 1% | -1%

Some of the compounds tested; the hit share may differ from the screen's.
